Gli-Sufu block = Gli-Sufu pathway antagonism; 340,000 tested, 0.74% active; Sufu-KO-LIGHT fibroblasts, Gli luciferase reporter luminescence; inhibition, % at 5 µM;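 active means inhibition above about 55%, limit read from the data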;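 further: 0% = DMSO-treated cells and 100% = wells with medium but no cells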
Jurkat NFkB inh = inhibitors of the PMA/ionomycin-induced NF-kB reporter in Jurkat cells | PMA/ionomycin-induced NF-kB luciferase reporter, luminescence | inhibition, % at 4 µM | 330,000 tested, 0.53% active | AID 435003
697 NFkB inh = lowers PMA/ionomycin-induced NF-kB signal in 697 B cells. 697 B-cell NF-kB luciferase reporter, 16 h. inhibition, % at 4 µM. 330,000 tested, 0.33% active. AID 435022; in the data active means inhibition above about 35%
Apaf-1 inh = human Apaf-1 inhibition; reconstituted apoptosome caspase-3 activity, DEVD-Rh110 fluorescence; inhibition, % at 20 µM; 330,000 tested, 0.71% active; active means inhibition of at least 40% at 20 µM;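 further: plate controls were DMSO wells for no effect and DEVD-CHO caspase inhibitor wells for full effect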
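Assay system: Apoptosome proteins | Medium: pH 7.5 Hepes buffer with CHAPS, BSA, DTT | Also added: Cytochrome c and DEVD-Rh110 substrate | Times: 30 min plus 50 min, RT | Detection: Rhodamine 110 fluorescence at Ex 480/Em 540 nm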
SENP7 block = inhibitors of human SENP7 protease; 330,000 tested, 1.5% active; Q9BQF6; recombinant SENP7, Z-RLRGG-aminoluciferin luminescence, 40 min; inhibition, % at 5 µM;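 active means inhibition above about 50% at the single test dose, limit read from the data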;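 further: plate controls were DMSO with enzyme for no effect and no enzyme buffer wells for full effect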
UBC13 polyUb = human UBC13 polyubiquitination inhibition. P61088. UBC13 polyubiquitin chain formation, TR-FRET. inhibition, % at 20 µM. 330,000 tested, 0.47% active; in the data active means inhibition above about 45%, passing the limit was not always enough
HKDC1 inhibitor = inhibitors of human hexokinase HKDC1. recombinant HKDC1, G6PDH/diaphorase resazurin coupled fluorescence. inhibition, % at 20 µM. 340,000 tested, 0.16% active. AID 493160;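 active means inhibition above about 35% when tested at 20 µM, limit read from the data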;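 further: plate controls were DMSO wells with enzyme for no effect and DMSO wells lacking enzyme for full effect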
Target sequence (Q2TB90 whole entry, looked up): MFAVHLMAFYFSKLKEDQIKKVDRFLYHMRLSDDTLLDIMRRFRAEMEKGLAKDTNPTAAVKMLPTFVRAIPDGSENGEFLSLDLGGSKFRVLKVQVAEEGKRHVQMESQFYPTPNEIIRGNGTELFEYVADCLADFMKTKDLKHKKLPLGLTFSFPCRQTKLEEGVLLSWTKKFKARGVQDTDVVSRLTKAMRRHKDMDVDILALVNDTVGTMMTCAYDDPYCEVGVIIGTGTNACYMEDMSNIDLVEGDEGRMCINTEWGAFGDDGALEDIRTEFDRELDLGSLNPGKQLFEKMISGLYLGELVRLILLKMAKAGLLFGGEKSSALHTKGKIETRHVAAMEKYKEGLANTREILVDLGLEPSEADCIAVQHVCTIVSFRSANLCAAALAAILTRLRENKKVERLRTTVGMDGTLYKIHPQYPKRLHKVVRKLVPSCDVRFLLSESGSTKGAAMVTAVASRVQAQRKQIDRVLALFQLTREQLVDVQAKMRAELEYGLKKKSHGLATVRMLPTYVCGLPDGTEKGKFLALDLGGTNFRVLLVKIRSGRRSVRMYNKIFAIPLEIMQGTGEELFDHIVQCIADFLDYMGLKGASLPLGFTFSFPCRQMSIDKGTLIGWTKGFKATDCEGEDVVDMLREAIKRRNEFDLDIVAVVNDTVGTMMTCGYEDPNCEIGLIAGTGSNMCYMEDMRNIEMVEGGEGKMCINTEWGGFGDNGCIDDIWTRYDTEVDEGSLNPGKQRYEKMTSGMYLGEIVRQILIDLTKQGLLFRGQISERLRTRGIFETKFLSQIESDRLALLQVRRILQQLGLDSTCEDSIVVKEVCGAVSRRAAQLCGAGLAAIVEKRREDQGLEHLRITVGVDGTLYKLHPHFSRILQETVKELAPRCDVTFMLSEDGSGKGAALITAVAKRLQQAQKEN
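test system = in-house recombinant HK5 (HKDC1) enzyme | amount = HKDC1 at 5 µg/mL | control set = DMSO-enzyme wells negative, buffer-substituted wells positive | compound = one dose of 20 µM, 1% DMSO | schedule = reaction time 90 min, room temperature, protected from light | technique = resorufin fluorescence at 613 nm | reagent = glucose with 1 mM ATP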
SENP8 inh = inhibitors of human SENP8 protease | Q96LD8 | purified SENP8, Z-RLRGG-aminoluciferin cleavage, luminescence | inhibition, % at 10 µM | 330,000 tested, 1.2% active | AID 2540
The depositor's hits bear a star; nt = not tested or not shown. Unless noted, no stated cut-off is given here; in the data, active means inhibition above about 50%; inactive means the rest.

SMILES	Gli-Sufu block	Jurkat NFkB inh	697 NFkB inh	Apaf-1 inh	SENP7 block	UBC13 polyUb	HKDC1 inhibitor	SENP8 inh
COCCCNC(=O)[C@H](CSCc1ccccc1)N1Cc2ccccc2C1=O	-4	-3	6	4	-5	3	-10	-8
CCn1c(SCC(=O)Nc2cc(C)on2)nnc1-c1ccco1	-1	-5	-7	1	-8	-7	6	-10
CCn1c(C)nc2cc(C(=O)N/N=C/c3ccc(O)cc3)ccc21	-20	1	-8	-10	-1	7	-1	-3
CC12CCC(C/C1=N/O)C2(C)CBr (configuration not stated)	4	0	14	0	0	8	-2	2
FC(F)(F)c1ccc(Sc2nnc(-c3cccs3)n2CC2CCCO2)nc1 (configuration not stated)	10	-2	-7	-1	-2	8	-5	-8
CCN1CCN(C(=O)c2ccc(OCC(=O)Nc3ccc(F)cc3)c(OC)c2)CC1	6	7	8	4	-2	0	-6	0
Cn1c(=NC(=O)C2CC2)sc2cc(F)cc(F)c21	-14	-7	-3	-1	-2	6	-4	1
Cc1sc2ncnc(NCC(O)c3ccc([N+](=O)[O-])cc3)c2c1C (configuration not stated)	68*	47	9	7	6	13	-1	1
Cc1cccn2c(=O)c(C=Nc3ccc(Cl)cc3)c(NCCO)nc12	5	-3	21	-9	5	-5	-6	3
COc1ccc(NC(=O)Cn2nnc(C(=O)NCc3ccccc3OC)c2N)cc1Cl	7	7	6	6	0	10	-2	1
CCOC(=O)C1=C(COC(=O)COc2ccc(OCC)cc2)NC(=O)NC1C (configuration not stated)	-6	1	-1	9	10	-1	-5	-13
Cn1cc(S(=O)(=O)NCc2ccc(Cl)cc2)c(=O)n(C)c1=O	9	5	-25	-9	7	0	6	5
Cc1ccc(OCCOC(=O)Cn2nc(C)c([N+](=O)[O-])c2C)cc1	5	6	9	5	6	9	-13	2
COc1ccc(CNC(=O)COC(=O)c2ccc(C(=O)c3ccccc3)cc2)cc1	5	-8	-15	6	-10	1	-1	5
O=C(CCCN1C(=O)c2cccc3cccc(c23)C1=O)N1CCN(c2ncccn2)CC1	15	-5	-15	-2	2	-20	4	-8
O=C(Nc1nnc(-c2cccnc2)o1)c1cccc([N+](=O)[O-])c1	nt	3	-1	-12	-4	-8	nt	-7
CC(C[N+](C)(C)C)OC(=O)C1(c2ccccc2)CCCC1 (configuration not stated)	1	4	19	-9	6	-5	-4	8
C=CCNC(=O)N1CCc2[nH]c3ccc(F)cc3c2C1	4	-3	0	0	6	8	3	-2
O=C(C1COc2ccccc2O1)N1CCN(c2ccccc2)CC1 (configuration not stated)	-5	-17	0	5	-3	-3	1	-13
Nc1c(C(=O)O)nnn1Cc1ccccc1	4	1	6	1	-2	-6	1	-5
Cc1ccccc1OCC(=O)Nc1ccc2[nH]ncc2c1	-22	-19	10	-7	9	-4	-1	-14
CCOC(=O)c1c(C)[nH]c(C(=O)OCC(=O)NC2(C#N)CCCCC2)c1C	-2	2	0	7	8	3	3	0
COC(=O)C1CC(=O)c2ccsc2C1 (configuration not stated)	4	-2	-5	-6	6	2	-4	6
CCn1cc(C2C(C(=O)Nc3cc(C)ccn3)=C(C)NC3=C2C(=O)CC(C)(C)C3)c(C)n1 (configuration not stated)	8	6	8	-6	-2	14	14	-2
CC1CCN(C(=O)C2(NC(=O)Nc3cccc(F)c3)CCCCC2)CC1	-13	-11	-12	6	6	-10	2	-4
The results go on:
SMILES	Gli-Sufu block	Jurkat NFkB inh	697 NFkB inh	Apaf-1 inh	SENP7 block	UBC13 polyUb	HKDC1 inhibitor	SENP8 inh
Nc1nc(N)c2cc(Sc3ccc4ccccc4c3)ccc2n1	14	26	-18	39	-4	50*	4	-6
O=C(Nc1ccc(Br)cc1Cl)c1ccc2c(=O)n3c(nc2c1)CCC3	-39	-75	-98	13	-9	-3	-1	-4
CC1CN(C(=O)COC(=O)c2cnc(Cl)c(Cl)c2)CC(C)O1 (configuration not stated)	5	0	3	2	0	4	-3	6
CCOc1ccc(Cl)cc1CSc1n[nH]c(C)n1	-6	2	7	4	3	9	-5	7
O=C1N(c2ccccc2)C2CS(=O)(=O)CC2N1c1ccc(Cl)c(Cl)c1 (configuration not stated)	5	8	-17	-5	8	-1	-3	0
COc1ccc(OC)c(NC(=O)CSc2ccc3nnc(-c4cccnc4)n3n2)c1	5	-31	-36	4	9	-2	-3	3
N#Cc1ccc(-c2cccnc2)nc1SCC(=O)c1ccccc1	-32	-79	-88	7	6	-7	3	13
Cc1ccc(O)c(NC(=S)NC(=O)c2ccccc2Cl)c1	-2	-23	-2	11	1	0	-12	8
CN(C)/C=C/C(=O)c1cc(N2CCOCC2)ccc1[N+](=O)[O-]	1	5	12	-14	0	-2	-6	3
COc1cc2c(cc1OC)C(C)N(C(=O)C1=NN(c3cccc(C)c3)C(=O)CC1)CC2 (configuration not stated)	-8	13	-12	6	-2	-2	-3	6
CCN(C(=O)c1cc(S(=O)(=O)N2CCOCC2)cn1C)c1cccc(C)c1	7	-4	12	1	8	14	-5	3
Cc1cccc(NC(=O)c2nc[nH]c2C(=O)N[C@H](C)c2ccccc2)c1	4	-11	-9	26	-11	-20	7	-13
CCCCc1nc2sc3c(SCCN(C)C)ncnc3c2c2c1CCC2	7	-21	-30	18	-1	10	7	1
CN1C(=O)N(c2ccccc2)C(Nc2nncs2)C1(C)C (configuration not stated)	-12	11	7	-18	-2	11	3	-8
O=[N+]([O-])c1ccc(O)c(C=Nc2ccc3oc(Cc4ccc(Cl)cc4)nc3c2)c1	nt	8	-14	-3	-1	0	nt	1
Cc1cc2c(C)nc3ccccc3c2o1	1	-8	20	8	7	5	-3	-4
CCOC(=O)C1=C(N)OC2=C(C(=O)CCC2)C1c1ccco1 (configuration not stated)	-3	5	13	-3	7	4	-3	-1
CCOC(=O)c1ccc(NC(=O)CN(c2ccc(C)cc2)S(=O)(=O)c2c(C)n[nH]c2C)cc1	4	-13	-20	24	-4	-10	1	-2
CCOC(=O)CNc1nc(Cl)nc(Nc2ccc(Cl)cc2)n1	1	-6	9	-14	-7	-8	-1	-6
Cc1ccc(-c2csc(N(CCO)CCCn3c(C(F)(F)F)nc4cc(C(F)(F)F)ccc43)n2)cc1	-2	2	-9	32	9	-23	4	-5
N#Cc1ccc2ccn(CC(=O)NCc3ccco3)c2c1	19	3	5	-3	9	4	2	1
COCCn1c(N)c(N(Cc2ccccc2)C(=O)c2ccc3ccccc3c2)c(=O)[nH]c1=O	2	-8	5	-10	4	-3	-3	-5
COc1ccc(C(CC(=O)O)N2C(=O)CCC2=O)cc1 (configuration not stated)	-15	-8	17	5	3	4	-3	-1
CC(NCC(O)COCCC12CC3CC(CC(C3)C1)C2)c1ccccc1 (configuration not stated)	14	13	7	32	-21	42	-7	-5
CCCCC(CC)COC1(c2ccccc2)OC(=O)c2ccccc21 (configuration not stated)	7	8	18	5	-3	-5	-3	-3

Sorted by the number under SENP7 block (ascending): 4 of the compounds above
Molecule	Jurkat NFkB inh	697 NFkB inh	SENP7 block	UBC13 polyUb	HKDC1 inhibitor
CCOC(=O)c1ccc(NC(=O)CN(c2ccc(C)cc2)S(=O)(=O)c2c(C)n[nH]c2C)cc1	-13	-20	-4	-10	1
O=[N+]([O-])c1ccc(O)c(C=Nc2ccc3oc(Cc4ccc(Cl)cc4)nc3c2)c1	8	-14	-1	0	nt
O=C1N(c2ccccc2)C2CS(=O)(=O)CC2N1c1ccc(Cl)c(Cl)c1 (configuration not stated)	8	-17	8	-1	-3
Cc1ccc(-c2csc(N(CCO)CCCn3c(C(F)(F)F)nc4cc(C(F)(F)F)ccc43)n2)cc1	2	-9	9	-23	4

Other entries follow:
SMILES	Gli-Sufu block	Jurkat NFkB inh	697 NFkB inh	Apaf-1 inh	SENP7 block	UBC13 polyUb	HKDC1 inhibitor	SENP8 inh
CC1=CC(C)(C)N2C(=O)C3(C(C#N)=C(N)OC4=C3C(=O)CC(C)(C)C4)c3c(C)c(C)cc1c32 (configuration not stated)	-7	11	17	-6	2	5	4	8
COc1ccc(C(=O)Nc2ccccc2N2CCN(C(=O)C(C)C)CC2)cc1Cl	6	9	9	7	4	3	1	6
Nc1nc(SCc2ccc3c(c2)OCO3)n[nH]1	-11	-9	5	-7	2	10	-2	-9
Cc1cc(NC(=O)c2ccccc2Cl)c(C(C)C)cc1O	4	0	14	7	-7	8	-2	4
CNC(=O)COC(=O)c1ccc2c(c1)NC(=O)C1CCCN21 (configuration not stated)	nt	1	-4	14	-7	-30	nt	-6
COCCCN=CC1=C(O)CC(C)(C)CC1=O	2	6	11	9	-11	-6	-10	-7
CN(C)c1ccc([N+](=O)[O-])cc1C(=O)NCC(c1ccco1)N(C)C (configuration not stated)	5	-1	4	2	-8	-6	-3	-6
CCOC(=O)Cc1nn(Cc2nc(-c3ccc(C)cc3)cs2)c(=O)c2ccccc12	1	11	-13	0	-8	0	-1	-1
COC(=O)/C(C#N)=C/c1c(N2CCN(Cc3ccc4c(c3)OCO4)CC2)nc2c(C)cccn2c1=O	2	13	13	8	-1	-1	-7	1
NC(=O)c1ccc(NC(=O)COC(=O)CCC2CCCCC2)cc1	-1	1	21	6	-3	-6	1	-13
CCO[C@@H]1OC(C(N)=O)=C[C@H](c2ccccc2)[C@H]1CCCO	-2	24	8	1	-1	-7	-5	-7
COc1cc(C(=O)Oc2cccc(C(=S)N3CCOCC3)c2)cc(OC)c1OC	-4	0	-11	-5	4	-10	-5	4
C1CCCCCC2(CCCCC1)OCC(CN1CCOCC1)O2 (configuration not stated)	-1	-12	-16	7	2	9	-7	-7
CCn1c2ccccc2c2cc(C3C(C#N)=C(N)Oc4n[nH]c(COC)c43)ccc21 (configuration not stated)	12	30	14	6	4	1	4	-2

Record cards, as listed above. Order of values: Gli-Sufu block	Jurkat NFkB inh	697 NFkB inh	Apaf-1 inh	SENP7 block	UBC13 polyUb	HKDC1 inhibitor	SENP8 inh
Results for CCO[C@@H]1OC(C(N)=O)=C[C@H](c2ccccc2)[C@H]1CCCO → -2	24	8	1	-1	-7	-5	-7
Results for CN(C)c1ccc([N+](=O)[O-])cc1C(=O)NCC(c1ccco1)N(C)C (configuration not stated) → 5	-1	4	2	-8	-6	-3	-6
Results for CCOC(=O)Cc1nn(Cc2nc(-c3ccc(C)cc3)cs2)c(=O)c2ccccc12 → 1	11	-13	0	-8	0	-1	-1
Results for COC(=O)/C(C#N)=C/c1c(N2CCN(Cc3ccc4c(c3)OCO4)CC2)nc2c(C)cccn2c1=O → 2	13	13	8	-1	-1	-7	1

Source: PubChem (Sanford-Burnham Center for Chemical Genomics)

No enrichment for hits; about 3.6% have a hit in one of these screens.
